# LMNA splice mod = changes lamin A minigene splicing in HeLa cells. HeLa LMNA splicing GFP/RFP minigene ratio, 48 h. Potency, µM (top dose mostly 46.1 µM), without a hit: at the top dose ratio change, negative = inhibition, actives largely listed as inhibitors. 200,000 compounds, 0.01% hits; active means well fitted inhibition curve with a large enough effect in the signal ratio, with a control signal flat, not every such curve was filed as active; inconclusive means small, poorly fitted or top-dose-only effect, or effect the other way, or a change in a side signal; the % refers to the signal ratio; further: potency means the concentration at half of the fitted maximal effect; on the % scale 0 is the no-effect control and ±100 the full control effect
#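 Read-out is the ratio of GFP to DsRed2 object intensity, acquired by 488 nm laser-scanning cytometry on HeLa lamin A-EGFP minigene reporter cells. Compound incubation 48 hrs at 37 °C in Opti-MEM with 2% FBS; DMSO 0.5% final.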
# CBFb RUNX1 block = blocks binding between human CBF-beta and RUNX1; AID 1477; Q01196+Q13951; AlphaScreen CBFb-His/RUNX1-biotin binding, biochemical; 230,000 tested, under 10 active; Potency, µM (highest dose often 59.8 µM), without a hit: at the top dose activity, negative = inhibition, actives largely listed as inhibitors; further: % of control where 0% means no effect
#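 Proteins preincubated together for 20 min at RT before compound addition; 15 min later, nickel and streptavidin beads were added and left 90 min prior to AlphaScreen measurement.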
# NPSR antagonist = blocks cAMP signaling of the human neuropeptide S receptor. CHO-NPSR cells, cAMP TR-FRET, antagonist mode. Q6W5P4. 220,000 compounds, 1% hits. Potency, µM (doses to about 38.3 µM), for inactives: at the highest dose activity change, negative = inhibition, most hits filed as inhibitors; further: potency means the concentration at half of the fitted maximal effect; on the % scale 0 is the no-effect control and ±100 the full control effect; nearly all actives have a fitted effect of over 50% in size; many of its hits are not listed in these tables
# Target sequence (Q6W5P4 whole entry, looked up): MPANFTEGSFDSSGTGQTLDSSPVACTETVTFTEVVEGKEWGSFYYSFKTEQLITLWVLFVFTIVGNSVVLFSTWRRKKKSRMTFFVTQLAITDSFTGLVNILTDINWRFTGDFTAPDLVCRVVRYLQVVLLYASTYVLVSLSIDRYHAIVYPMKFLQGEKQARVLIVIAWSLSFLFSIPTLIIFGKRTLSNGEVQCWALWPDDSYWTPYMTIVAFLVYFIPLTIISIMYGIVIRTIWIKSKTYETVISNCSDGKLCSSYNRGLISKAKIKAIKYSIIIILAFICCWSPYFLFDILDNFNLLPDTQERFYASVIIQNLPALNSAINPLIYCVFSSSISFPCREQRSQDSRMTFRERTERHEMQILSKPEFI
# Epigenetic reg = derepresses silenced GFP reporter in murine cells; Potency, µM (titrated, usually from 53.9 µM), for the others: at the top dose GFP activation, hits mostly activators; 280,000 compounds, 0.2% hits; AID 1865; murine LDR cells, GFP reporter derepression, 30 h; further: potency means the concentration at half of the fitted maximal effect; % of control where 0% means no effect; nearly all actives have a fitted effect of over 60% in size
#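 Murine LDR cells carrying a silenced, genomically integrated CMV-driven GFP reporter were exposed to compound for 30 hours at 37 C. After PBS washes, GFP-positive cells (20–120 um objects) were counted by laser-scanning microplate cytometry.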
# IMPase Li cell = membrane-permeable IMPase blocker, potentiated with lithium. CHO-M1 cells, IP1 TR-FRET (IP-One), carbachol + lithium. Potency, µM (series often up to 59.4 µM), for inactives: top-dose activity, negative = IMPase inhibition, hits mostly inhibitors. 210,000 compounds, 0.35% hits;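 further: IP1 builds up when IMPase is blocked and the TR-FRET signal falls; potency means the concentration at half of the fitted maximal effect; plate controls were basal vehicle for no effect and high inhibitor control for full effect; nearly all actives have a fitted effect of over 50% in size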
#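 CHO cells stably expressing M1 receptor (2000/well) were cultured 16–30 h, then exposed to compounds with a small lithium addition for 30 min at 37C. IP1 was measured by TR-FRET competition; AC50 from Hill fits.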
# GLA spleen mod = inhibits or activates alpha-galactosidase in human spleen homogenate; P06280; human spleen homogenate, 4MU-alpha-Gal fluorescence, 40 min; Potency, µM (doses to about 80 µM), without a hit: at the highest dose activity change, negative = inhibition, hits mostly inhibitors; 240,000 compounds, 0.008% hits; AID 2107;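 further: potency means the concentration at half of the fitted maximal effect; 0% = enzyme with vehicle and -100% = no enzyme basal signal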
# Target sequence (P06280 32-429 limits assumed): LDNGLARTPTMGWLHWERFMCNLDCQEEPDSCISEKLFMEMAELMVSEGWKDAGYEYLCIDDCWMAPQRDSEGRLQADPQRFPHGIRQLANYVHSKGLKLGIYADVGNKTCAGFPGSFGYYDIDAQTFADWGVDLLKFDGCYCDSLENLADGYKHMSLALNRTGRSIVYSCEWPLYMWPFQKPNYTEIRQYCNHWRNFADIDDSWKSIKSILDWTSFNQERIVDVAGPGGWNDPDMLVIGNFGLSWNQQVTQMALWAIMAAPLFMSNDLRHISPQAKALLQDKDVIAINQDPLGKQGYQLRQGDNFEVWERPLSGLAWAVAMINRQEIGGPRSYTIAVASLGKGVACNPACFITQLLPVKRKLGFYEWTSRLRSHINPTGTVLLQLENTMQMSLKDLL
#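 Spleen homogenate 1 ug + cpd (titration) + 4-MU-alpha-D-galactopyranoside 1 mM; 37C 40 min; 50 mM citrate/phosphate pH 5.0, 0.01% Tween-20; stop pH 10; fluorescence 365/440; AC50 via Hill.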
# Luc counter = Kinase-Glo luciferase inhibition (counter-screen) | Q27757 | Kinase-Glo luciferase, ATP luminescence, 8 min | Potency, µM (top dose mostly 38.3 µM), without a hit: top-dose activity change, negative = inhibition, usual class: inhibitors | 200,000 compounds, 0.28% hits | AID 1379; further: potency means the concentration at half of the fitted maximal effect; on the % scale 0 is the no-effect control and ±100 the full control effect; nearly all actives have a fitted effect of over 60% in size
#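 Compound is pinned into ATP-containing buffer (10 uM ATP, imidazole pH 7.2, 7 mM MgCl2). Kinase-Glo luciferase reagent is then added. Light output is recorded following an 8-min room-temperature incubation.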
# * = called active by the depositor; ? = inconclusive; . = no result given; & = joins results of further samples; [ ] = dose if it differs, or a comment. Unless noted, the call rests on the fitted dose curve; in most records, active means well fitted curve in the direction sought with a large enough effect; inconclusive means small, poorly fitted or top-dose-only effect, or another doubt; inactive means no such curve, though single readings can be large; an effect the other way counts as inactive or inconclusive. The list is partial, so the mix of outcomes need not match the whole.
# The line under a structure holds: LMNA splice mod, CBFb RUNX1 block, NPSR antagonist, Epigenetic reg, IMPase Li cell, GLA spleen mod, Luc counter
1. CCOc1cnc(-c2c(-c3ccccc3Cl)noc2C)o1
 : -2%[46 µM], -4%, -16%, 0.0%, 17%, 5%, 3%
2. O=C(CC(C(=O)O)c1ccc(Cl)cc1)c1ccccc1 (centres undefined)
 : -8%[46 µM], -1%, -7%, -2.9%, -12%, -9%, 8%
3. CCCC(=O)N1CCc2cc(-c3nc(N)sc3C)ccc21
 : 5%, -10%, -16%[46.1 µM], -1.0%, ., 4%, .
4. COc1ccc(C(=O)N2CCC(N3CCN(c4ccccc4)CC3)CC2)cc1OC
 : -7%, 3%, 4%[46.1 µM], 0.0%, -3%, -1%, 2%
5. CCC1Cc2c(nc(N)c3c(N)nc(N4CCCCC4)c(C#N)c23)O1 (centres undefined)
 : -28%[46 µM], 14%, -56%, -0.9%, 8%, -7%, 0%
6. CCCSc1nc2c3c(sc2c(=O)[nH]1)CC(C)(CC)OC3 (centres undefined)
 : ., 15%, -56%, 1.1%, ?, 5%, 4%
7. CCC(C)n1ncn(-c2ccc(N3CCN(c4ccc(O)cc4)CC3)cc2)c1=O (centres undefined)
 : ?, -22%, 7%, 0.0%, -2%, -5%, -2%
8. Cc1ccc(-c2c3c(=O)n(C)c(=O)n(C)c3cn2Cc2ccccc2)cc1
 : 12%, -1%, -24%[46.1 µM], -5.9%, 11%[38.3 µM], -3%, 1%
9. O=C(O)C/C=C(/NC(=O)OCc1ccccc1)C(=O)OCc1ccccc1
 : 8%[9.22 µM], 7%, 18%, -0.5%, -6%, 2%, 4%
10. CC(C(=O)OCc1nnc(-c2ccccc2)o1)N1C(=O)c2ccccc2C1=O (centres undefined)
 : ?, 2%, -5%[46.1 µM], -1.8%, -3%[38.3 µM], 6%, -3%
11. O=C(NC(CO)Cc1ccc([N+](=O)[O-])cc1)C(Cl)Cl (centres undefined)
 : ?, 6%, 25%, 7.2%, ?, 3%, 10%
12. Cn1c(SCc2ccccc2)nnc1-c1cccs1
 : 2%, -3%, -9%[46.1 µM], 0.1%, 8%[38.3 µM], -3%, 0%
13. Cc1cccc(CN2CCN(Cc3ccc4nonc4c3)CC2CCO)n1 (centres undefined)
 : ., 17%, -3%, 3.4%, ., 7%, .
14. COc1ccc(C(C)C(=O)c2ccc(O)cc2O)cc1 (centres undefined)
 : ., 6%, ., 2.7%, 32%[activator], 10%, -3%
15. Cc1ccc(C)c(NC(=O)CN(C)C(=O)COc2ncnc3sccc23)c1
 : ?, 3%, 14%, 0.0%, -2%, 2%, 4%
16. O=C(NCc1ccccc1)c1ccc(-c2ccc(F)cc2)o1
 : ?, -3%, -10%[46.1 µM], -1.0%, 40%[activator][38.3 µM], 3%, -4%
17. CCOc1cc(/C=N/NC(=O)Cn2nc([N+](=O)[O-])cc2C)cc(Br)c1OCc1ccccc1F
 : 26%, 3%, -11%[46.1 µM], 2.1%, 36%[activator][38.3 µM], -1%, 7%
18. COc1ccc(-c2c(C(F)(F)F)nn(C)c2NC(=O)CSCC(=O)O)cc1
 : ., 10%, 10%, -0.4%, ., 6%, .
19. O=C1CSC(=S)N1/N=C/C=C/c1ccccc1
 : ?, ?, -4%, 1.1%, -5%, 1%, -1%
20. CSc1cccc(NC(=O)C2CCN(S(C)(=O)=O)CC2)c1
 : 13%, 1%, -19%[46.1 µM], 0.0%, 9%[38.3 µM], -14%, -5%
21. OCC1OC(n2cnc3c(Cl)nc(Cl)nc32)C(O)C1O (centres undefined)
 : ?, ., ., -1.6%, 4%, 5%, -3%
22. O=C(NNC(=O)c1sccc1-n1cccc1)c1cccs1
 : ., 3%, 4%, -2.9%, 3%, 1%, 5%
23. Cc1c(C)c2cc(Cl)c(O)c(CN3CCCC(C)C3)c2oc1=O (centres undefined)
 : 3%, 0%, 4%[46.1 µM], -1.1%, ?, ?, 0%
24. CCOc1cccc(NC(=O)CSc2nc(C)c3c(c2C#N)CCCC3)c1
 : -8%, -3%, 5%[46.1 µM], 2.3%, 4µM*, 15%, -8%
25. O=C(Cc1ccccc1[N+](=O)[O-])NCCSCc1c(F)cccc1Cl
 : 10%, 1%, -18%[46.1 µM], -1.1%, -3%[38.3 µM], -12%, -1%
26. Cc1ccccc1-c1nc(CN2CCC(C(=O)NCCCN3CCOCC3)CC2)c(C)o1
 : -13%, 12%, 0%[46.1 µM], -7.0%, 19%[38.3 µM], -1%, -3%
27. C=CCNCCCCOc1ccc(OCC)cc1
 : 9%, -4%, 5%[46.1 µM], 0.0%, 31%[activator][38.3 µM], -2%, -3%
28. CCOC(=O)C1=C(c2ccccc2)OC(N)=C(C#N)C1c1ccncc1 (centres undefined)
 : ., -3%, -13%, 4.8%, 6%, 7%, 1%
29. COc1ccc(OCCN2C(=O)NC(C)(c3ccc(C)cc3)C2=O)cc1 (centres undefined)
 : ?, -5%, -26%[46.1 µM], 1.5%, -5%, 1%, 1%
30. COc1ccc(C2Nc3ccccc3C(=O)N2Cc2ccco2)cc1COc1ccc(NC(C)=O)cc1 (centres undefined)
 : -15%, 1%, -30%[46.1 µM], -1.1%, 13%, 4%, 6%
31. COCCNC(=O)Cn1cc(/C=N/NC(=O)c2ccc(Oc3ccc(O)cc3)cc2)c2ccccc21
 : ., -8%, -8%, -0.5%, -6%, -4%, 1%
32. C/C(=N\NC(=O)c1ccc(Cl)c(Cl)c1)c1cccc(NC(=O)C(C)C)c1
 : -18%, 7%, -21%[46.1 µM], 0.0%, 26%[38.3 µM], -2%, -3%
33. O=C(CSc1nc2ccccc2s1)NC1CCCC1
 : ., 3%, 1%, 2.4%, ., 1%, .
34. Clc1ccc(/C=N/NC(=Nc2ccccc2)c2ccccn2)c(Cl)c1
 : 9%[0.0737 µM], ?, -17%[46.1 µM], -0.9%, 13%[38.3 µM], 4%, -3%
35. Cn1c(N2CCN(S(=O)(=O)c3ccc(Cl)cc3)CC2)nc2ccccc21
 : ., 3%, 27%, 2.6%, 12%, -3%, 0%
36. COc1c(O)cc2oc(-c3ccc(O)c(O)c3)cc(=O)c2c1O
 : ., -8%&-24%, 14%, 3.7%, ., 19%&3%, .
37. CC1(C)Cc2c(c(N3CCOCC3)nc3sc4c(=O)[nH]cnc4c23)CS1
 : 3%, -9%, -18%[46.1 µM], -1.1%, -9%[38.3 µM], -10%, -4%
38. COc1cc(/C=C2\C(=O)N(c3ccccc3)N=C2C)ccc1Oc1ccc([N+](=O)[O-])cc1[N+](=O)[O-]
 : ?, ?, -15%, 7.0%, -7%, 6%, -1%
39. O=C(Nc1cc(=O)[nH]c2nc(-c3ccccc3)nn12)c1ccccc1Cl
 : ., 14%, -32%, 1.4%, ., -7%, .
40. Cc1nn(C)c(Sc2ccccn2)c1[N+](=O)[O-]
 : ., 4%, -13%, 1.1%, ., -3%, .
41. O=C(CC1NCCNC1=O)NC1Cc2ccccc2C1 (centres undefined)
 : ., 4%, -21%, -1.0%, ., 0%, .
42. CCOc1ccc2[nH]c(=O)c(CN(CCN3CCCC3)C(=S)Nc3ccccc3OC)cc2c1
 : 2%[46 µM], -3%, -37%, 0.0%, 7%, -2%, -3%
43. CCN1CCn2c3c(c4cc(C)ccc42)CCCC31 (centres undefined)
 : -2%, 6%, -10%[46.1 µM], 1.9%, -2%[38.3 µM], 1%, -3%
44. CC(OC(=O)CCc1c[nH]c2ccccc12)C(=O)c1ccccc1 (centres undefined)
 : 6%[46 µM], 1%, 8%, 0.0%, 14%, 6%, 1%
45. CC(C)Cc1n[nH]c(=O)[nH]1
 : -9%, 7%, -3%[46.1 µM], -6.1%, 0%, -10%, 5%

# IMPase Li cell: what is marked active above.
No. | structure | LMNA splice mod | CBFb RUNX1 block | NPSR antagonist | Epigenetic reg | IMPase Li cell | GLA spleen mod
24 | CCOc1cccc(NC(=O)CSc2nc(C)c3c(c2C#N)CCCC3)c1 | -8% | -3% | 5%[46.1 µM] | 2.3% | 4µM* | 15%

# The results go on.
# The line under a structure holds: LMNA splice mod, CBFb RUNX1 block, NPSR antagonist, Epigenetic reg, IMPase Li cell, GLA spleen mod, Luc counter
46. Cc1nn2c(N3CCCC3)c3c(nc2c1-c1ccccc1)CCC3
 : ., -5%, -22%, 1.1%, ., -15%, .
47. COc1ccc(-c2nc(CN3CCCCC3c3cccnc3)c(C)o2)c(F)c1 (centres undefined)
 : ?, -10%, 10%, -1.1%, 7%, 6%, 1%
48. CCOC(=O)CSc1ccc(-c2nc3cc(C)c(C)cc3[nH]2)cn1
 : 13%, -5%, -22%[46.1 µM], -0.8%, -4%[38.3 µM], 5%, -14%
49. O=C(CCSCc1ccc(Cl)cc1)NCCC1=CCCCC1
 : 0%, 7%, -18%[46.1 µM], 1.3%, -4%, 1%, -1%
50. CC(=O)N1C2CCCCC2S[C@H]2CCCCC21 (some centres undefined)
 : 2%, 2%, 0%[46.1 µM], 0.0%, 0%[38.3 µM], 0%, -4%
51. Cn1c(SCC(=O)c2ccccc2)nnc1-c1cccc(N)c1
 : 10%, -4%, -12%[46.1 µM], -1.0%, 15%[38.3 µM], -7%, 13%

# Given in transposed form: entries from further up.
46. Cc1nn2c(N3CCCC3)c3c(nc2c1-c1ccccc1)CCC3
47. COc1ccc(-c2nc(CN3CCCCC3c3cccnc3)c(C)o2)c(F)c1 (centres undefined)
48. CCOC(=O)CSc1ccc(-c2nc3cc(C)c(C)cc3[nH]2)cn1
49. O=C(CCSCc1ccc(Cl)cc1)NCCC1=CCCCC1
50. CC(=O)N1C2CCCCC2S[C@H]2CCCCC21 (some centres undefined)
Assay by compound	46	47	48	49	50
LMNA splice mod	.	?	13%	0%	2%
CBFb RUNX1 block	-5%	-10%	-5%	7%	2%
NPSR antagonist	-22%	10%	-22%[46.1 µM]	-18%[46.1 µM]	0%[46.1 µM]
Epigenetic reg	1.1%	-1.1%	-0.8%	1.3%	0.0%
IMPase Li cell	.	7%	-4%[38.3 µM]	-4%	0%[38.3 µM]
GLA spleen mod	-15%	6%	5%	1%	0%
Luc counter	.	1%	-14%	-1%	-4%

# 3 compounds already listed, ordered by their value in Epigenetic reg, highest first:
No.	molecule	LMNA splice mod	CBFb RUNX1 block	NPSR antagonist	Epigenetic reg	IMPase Li cell	GLA spleen mod
29	COc1ccc(OCCN2C(=O)NC(C)(c3ccc(C)cc3)C2=O)cc1 (centres undefined)	?	-5%	-26%[46.1 µM]	1.5%	-5%	1%
27	C=CCNCCCCOc1ccc(OCC)cc1	9%	-4%	5%[46.1 µM]	0.0%	31%[activator][38.3 µM]	-2%
3	CCCC(=O)N1CCc2cc(-c3nc(N)sc3C)ccc21	5%	-10%	-16%[46.1 µM]	-1.0%	.	4%
